DDE Tn7 FP inh – inhibitors of Tn7 peptide binding to fibrin DD(E), primary screen, biochemical, fluorescence polarization, human fibrin, Tn7 probe | Fibrinogen beta chain (Homo sapiens), P02675 | FP displacement of FITC-Tn7 peptide from fibrin DD(E); 0% = median of compound wells per plate | inhibition, % at 8.3 µM | 0.13% of 370,000 active;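 active = inhibition above the mean of compounds falling within the control limits plus 3 SD of them, cut at about 14% in these data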;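 note: 0% = plate median of compound wells and 100% = 10 µM Aha-Tn7 peptide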
Target sequence (P02675 whole entry, looked up): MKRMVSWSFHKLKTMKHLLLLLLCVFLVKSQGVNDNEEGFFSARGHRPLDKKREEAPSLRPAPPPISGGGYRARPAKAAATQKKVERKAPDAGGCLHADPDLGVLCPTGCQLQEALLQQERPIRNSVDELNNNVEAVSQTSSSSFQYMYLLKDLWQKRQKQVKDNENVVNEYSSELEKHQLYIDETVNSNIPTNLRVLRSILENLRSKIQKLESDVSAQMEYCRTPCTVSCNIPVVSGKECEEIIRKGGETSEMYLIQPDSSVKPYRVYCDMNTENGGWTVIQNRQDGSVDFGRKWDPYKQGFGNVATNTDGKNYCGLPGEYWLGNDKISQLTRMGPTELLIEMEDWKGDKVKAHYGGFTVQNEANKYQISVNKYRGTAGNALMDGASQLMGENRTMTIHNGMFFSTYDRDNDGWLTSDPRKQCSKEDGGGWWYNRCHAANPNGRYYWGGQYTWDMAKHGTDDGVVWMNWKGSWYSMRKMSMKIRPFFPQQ
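Assay system: human fibrin DD(E) protein / Input: 2 µM fibrin DD(E) / Benchmarks: high control of 10 µM Aha-Tn7 peptide / Measured by: fluorescence polarization of the labelled Tn7 tracer / Medium: Tris buffer with calcium and detergent, pH 7.8 / Timing: 10 min compound pre-incubation, 3 h probe incubation at room temperature / Repeats: one replicate per compound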
TCR-CD3 inh – inhibitors of human TCR-CD3 interaction, primary screen, biochemical, fluorescence, TAMRA-labeled TCR probe; inhibition, % at 9.4 µM; 0.37% of 360,000 active; T-cell receptor (TCR); in the data active = inhibition above about 19%;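 note: recombinant mutant TCR 2C K166C tagged with TAMRA read by polarization; 0% = receptor in buffer alone and 100% = receptor with positive control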
SIAE inh – human SIAE inhibitors, primary screen, biochemical, fluorescence polarization, FP-Rh probe, 1536-well HTS | SIAE FP-Rh probe binding | inhibition, % at 9.66 µM | 0.69% of 370,000 active | AID 1053197, 2014;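 active = inhibition above a cutoff: mean of compounds within the control limits plus 3 SD of those, cut at about 17% in these data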;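 note: 0% = plate median of compound wells and 100% = probe without SIAE protein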
LEDGF integ inh – blockers of LEDGF/p75-dependent integrase strand transfer – biochemical, TR-FRET, high throughput, primary screen. TR-FRET IN-LEDGF/p75 DNA integration, Eu/Cy5. inhibition, % at 3.7 µM. 0.64% of 370,000 active. AID 743269, 2014;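 active = inhibition above the screen-wide mean plus 3 SD, cut at about 13% in these data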;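 note: signal is the Cy5 over europium emission ratio at 671 and 618 nm; 0% = plate median of compound wells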
proKLK7 act – proKLK7 zymogen activators, primary screen, biochemical, fluorescence intensity. purified proKLK7, EDANS-DABCYL substrate fluorescence; 100% is mature enzyme control, 0% vehicle. activation, % at 7 µM. 0.9% of 370,000 active;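 active = activation above the mean of all tested compounds plus 3 SD, computed per campaign excluding outliers beyond control limits, cut at about 13% in these data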
Target sequence (P49862 whole entry, looked up): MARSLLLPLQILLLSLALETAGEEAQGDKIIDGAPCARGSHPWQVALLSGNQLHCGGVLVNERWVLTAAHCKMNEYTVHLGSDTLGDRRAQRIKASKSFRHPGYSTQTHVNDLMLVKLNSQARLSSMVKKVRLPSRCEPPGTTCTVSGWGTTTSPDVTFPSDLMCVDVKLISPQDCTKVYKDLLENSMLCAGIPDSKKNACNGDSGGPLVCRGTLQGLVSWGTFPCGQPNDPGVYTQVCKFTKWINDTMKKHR
TDP2 inh – human TDP2 enzyme inhibitors, primary screen, biochemical, epi absorbance, recombinant enzyme. 0.34% of 370,000 active. AID 720702, 2013. T5PNP hydrolysis, p-nitrophenol absorbance 415 nm. inhibition, % at 12.8 µM;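 active = inhibition above the mean of all tested compounds plus 3 SD, set per campaign, cut at about 25% in these data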;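 note: 0% = DMSO with enzyme and 100% = buffer with substrate but no TDP2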
Target sequence (O95551 whole entry, looked up): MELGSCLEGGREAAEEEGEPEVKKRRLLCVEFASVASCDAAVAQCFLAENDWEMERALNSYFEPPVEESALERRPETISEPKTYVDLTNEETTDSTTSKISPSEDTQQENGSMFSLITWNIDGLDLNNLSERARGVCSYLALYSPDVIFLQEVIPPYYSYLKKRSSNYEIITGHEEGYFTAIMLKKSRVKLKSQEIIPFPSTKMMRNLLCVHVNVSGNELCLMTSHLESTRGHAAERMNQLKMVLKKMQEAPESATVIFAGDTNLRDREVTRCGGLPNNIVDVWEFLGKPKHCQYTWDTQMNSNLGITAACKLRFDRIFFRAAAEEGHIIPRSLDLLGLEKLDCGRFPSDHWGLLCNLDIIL
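Assay system: recombinant human TDP2 / Reagent: T5PNP substrate at 5 mM, a TopII-DNA adduct mimic / Measured by: epi absorbance from released p-nitrophenol / Evaluation: % inhibition relative to enzyme-containing and enzyme-free wells / Control set: enzyme-free and DMSO wells / Replicates: each compound tested once, singlicate / Schedule: enzyme reaction with compound for 2 h at 37 °C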
PRMT1 FP inh – PRMT1 methyltransferase inhibitors, primary screen, biochemical, fluorescence polarization | Protein arginine N-methyltransferase 1 (Homo sapiens), Q99873 | recombinant PRMT1, activity-based probe fluorescence polarization | inhibition, % at 2.79 µM | 1.3% of 370,000 active;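 active = inhibition above about 21% made by adding two undisclosed values, limit read from the data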
MBD2 DNA inh – inhibitors of MBD2 binding to methylated DNA, primary screen, biochemical, TR-FRET, DNA-binding domain, human. Methyl-CpG-binding domain protein 2 (Homo sapiens), Q9UBB5. MBD2 binding to methylated oligonucleotide. inhibition, % at 4.4 µM. 0.31% of 370,000 active. AID 686964, 2013; in the data active = inhibition above about 13%
UHRF1 binding – UHRF1 methylated DNA binding inhibitors, primary screen, counter-screen for MBD2 inhibitor project, biochemical, TR-FRET, human UHRF1, single concentration | E3 ubiquitin-protein ligase UHRF1 (Homo sapiens), Q96T88 | UHRF1 binding to methylated oligo | inhibition, % at 4.4 µM | 0.75% of 370,000 active; in the data active = inhibition above about 21%;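 note: UHRF1 SRA domain binding a hemimethylated CpG hairpin DNA probe; 0% = median of test compound wells and 100% = reference inhibitor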
Tn6 DDE FP – inhibitors of Tn6 peptide binding to fibrin DD(E), primary screen, biochemical, fluorescence polarization, human fibrin, Tn6 probe. AID 720509, 2013. 0.21% of 370,000 active. Fibrinogen beta chain (Homo sapiens), P02675. Fibrin DD(E) TRITC-Tn6 fluorescence polarization displacement. inhibition, % at 8.3 µM;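 active = inhibition above a per-campaign cutoff: mean of compounds within control limits plus 3 SD, cut at about 15% in these data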;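 note: 0% = median of all compound wells on the plate and 100% = blocking peptide control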
* marks the source's active call; other numbers are inactive results; . = not tested or not shown.

Each structure is followed by: DDE Tn7 FP inh | TCR-CD3 inh | SIAE inh | LEDGF integ inh | proKLK7 act | TDP2 inh | PRMT1 FP inh | MBD2 DNA inh | UHRF1 binding | Tn6 DDE FP
- COc1ccc(NC(=O)CN(C)C(=O)c2oc3ccccc3c2C)cc1
  -12.9 | 6.5 | 1.8 | -0.2 | 0.1 | 10.1 | -4.6 | -6.1 | 0.2 | 10.6
- Cc1ccc(-c2ncccc2OC(=O)C23CC4CC(CC(C4)C2)C3)cc1
  6.3 | -7.0 | 1.4 | -4.2 | 0.4 | 12.0 | 2.9 | 3.3 | 1.9 | 5.0
- COc1ccc(-n2ncc3c(=O)n(CC(=O)N(C(C)C)C(C)C)cnc32)cc1
  -0.9 | -10.9 | 0.2 | 7.6 | -0.3 | -19.6 | -0.9 | -2.1 | 3.3 | 0.3
- CC1CC(C)CN(CC(=O)c2c[nH]c3ccccc23)C1 (stereo not drawn)
  -0.7 | 7.7 | 2.1 | 2.1 | -0.1 | 7.3 | 0.1 | -1.6 | -1.4 | -1.6
- Nc1ncnc2c1ncn2[C@@H]1O[C@H](CNS(=O)(=O)c2cc(S(=O)(=O)c3ccccc3)cs2)[C@@H](O)[C@H]1O
  -0.4 | -2.0 | -6.1 | 0.3 | -0.1 | 6.7 | 5.0 | 2.9 | 1.4 | -2.3
- Cc1cc(C)n(CC(O)Cn2c3ccc(Cl)cc3c3cc(Cl)ccc32)c(=O)n1 (stereo not drawn)
  -0.1 | 4.5 | -23.5 | 0.4 | -0.7 | -5.4 | -5.6 | 0.9 | -0.5 | -0.9
- O=C(c1ccccc1F)N1CCN=C1SCc1cccnc1
  0.8 | -1.4 | -11.2 | -2.3 | -0.3 | -4.0 | 9.6 | -0.5 | -2.5 | -1.1
- O=C(COc1ccc(S(=O)(=O)Nc2ccccc2)cc1)N1CCOCC1
  -3.8 | 7.6 | -1.0 | -1.7 | -0.1 | -8.9 | 0.6 | 1.9 | -0.7 | -0.9
- CCOC(=O)C1C(=O)C=C(C)C(C(=O)OCC)C1c1ccc(OC)cc1 (stereo not drawn)
  -0.8 | 7.7 | 0.4 | 2.2 | 0.5 | 6.0 | 2.7 | -5.6 | -0.1 | 4.5
- CCOC(=O)C1=C(C)NC(=O)NC1c1ccc(OCC(N)=O)cc1 (stereo not drawn)
  -4.3 | 0.8 | 13.8 | -1.2 | 0.6 | 11.5 | -2.2 | -1.0 | -0.9 | 2.6
- COc1ccc2ccccc2c1CN1CCN(C)CC1
  -0.2 | -2.1 | 3.5 | 0.7 | 0.2 | 9.2 | 4.4 | 6.9 | 0.5 | -8.1
- O=c1[nH]c(C(F)(F)F)nc2ccccc12
  3.6 | 7.0 | -0.8 | -2.5 | -0.3 | 7.6 | 2.5 | 1.6 | -0.9 | 13.4
- O=C(NC(=S)NCCc1ccccc1)c1ccco1
  9.4 | 2.6 | -2.0 | -0.5 | 0.2 | 2.3 | 0.9 | 6.3 | 20.0 | 11.9
- COC(=O)c1ccc(/C=C2\SC(=S)N(CCCC(=O)N3CCOCC3)C2=O)cc1
  -5.5 | -3.3 | -1.5 | 1.4 | 0.0 | -1.6 | -4.0 | -3.3 | 1.2 | -4.1
- CCC(C)N(C(=O)CSc1nnc(-c2cccnc2)n1C1CCCCC1)C(C)CC (stereo not drawn)
  10.8 | . | 0.7 | -2.3 | 0.4 | 6.7 | 2.2 | 0.3 | -0.8 | -3.9
- O=C(C[C@@H]1C/C=C\C[C@H](Cc2ccc(F)cc2)C(=O)OC[C@@H](c2ccccc2)NC1=O)NCCO
  -4.3 | 0.7 | 3.0 | -2.7 | 0.1 | 4.2 | -1.7 | 0.9 | -2.1 | 0.8
- Oc1c(C(c2ccc(F)cc2)N2CCc3ccccc3C2)sc2ncnn12 (stereo not drawn)
  3.1 | -2.5 | 1.8 | -0.1 | 0.7 | 12.3 | 8.6 | 2.0 | 2.2 | 5.8
- CCC(=O)NCC(=O)OCC(=O)c1ccccc1
  4.0 | 2.8 | 3.2 | -0.3 | 0.1 | -7.0 | -2.4 | 2.1 | -1.6 | 0.3
- Cc1ccc(S(=O)(=O)Oc2ccccc2/C=N/NC(=O)c2nn(C)cc2[N+](=O)[O-])cc1
  -4.6 | -3.1 | -4.0 | -7.6 | 0.6 | 10.1 | 2.3 | 0.1 | -3.3 | 4.0
- CC(=O)Nc1ccc(N2C(=O)CC(N3CC(C)OC(C)C3)C2=O)cc1 (stereo not drawn)
  -12.6 | 6.8 | 4.3 | -0.3 | -0.2 | 11.3 | 2.0 | -0.4 | 5.6 | 2.0

Profiles, looked up by structure. Order of screens: DDE Tn7 FP inh, TCR-CD3 inh, SIAE inh, LEDGF integ inh, proKLK7 act, TDP2 inh, PRMT1 FP inh, MBD2 DNA inh, UHRF1 binding, Tn6 DDE FP
Shown for CCC(C)N(C(=O)CSc1nnc(-c2cccnc2)n1C1CCCCC1)C(C)CC (stereo not drawn) = 10.8, ., 0.7, -2.3, 0.4, 6.7, 2.2, 0.3, -0.8, -3.9
Shown for COC(=O)c1ccc(/C=C2\SC(=S)N(CCCC(=O)N3CCOCC3)C2=O)cc1 = -5.5, -3.3, -1.5, 1.4, 0.0, -1.6, -4.0, -3.3, 1.2, -4.1

(further entries)
Each structure is followed by: DDE Tn7 FP inh | TCR-CD3 inh | SIAE inh | LEDGF integ inh | proKLK7 act | TDP2 inh | PRMT1 FP inh | MBD2 DNA inh | UHRF1 binding | Tn6 DDE FP
- Cn1c(N)c(C(=O)COC(=O)/C=C/c2cccc(F)c2)c(=O)n(C)c1=O
  1.1 | 0.3 | -3.6 | 4.0 | 0.3 | 5.9 | 0.3 | -4.5 | -2.3 | 0.1
- CCc1cccc2c(C(=O)CN3C(=O)N(C)C4(CCCCC4)C3=O)c[nH]c12
  0.9 | -4.2 | -3.7 | 3.4 | 0.6 | -1.3 | 5.0 | 3.5 | 1.1 | -2.2
- CCOC(=O)c1cccc(NC(=O)CSc2nncn2-c2ccccn2)c1
  -4.8 | 1.0 | 5.2 | 0.6 | 0.2 | -2.7 | 1.4 | -5.2 | -1.6 | 1.5
- CCC(C)(C(=O)NC1CCCCC1)N(Cc1cccs1)C(=O)c1ccccn1 (stereo not drawn)
  -1.3 | 0.5 | -1.0 | -0.7 | 0.2 | -4.6 | -0.8 | 6.5 | 1.3 | -1.9
- CC(C)NC(=S)n1cc(C(=O)c2cc(Cl)cc(Cl)c2O)cn1
  1.5 | -1.8 | 3.4 | -0.7 | -0.1 | -4.8 | -3.5 | -8.8 | 0.4 | 4.9
- C=CCN1C(=O)CN=C1Nc1cccc(C)c1
  -0.5 | -2.3 | 1.8 | 2.5 | 0.4 | 0.7 | 2.8 | -5.4 | 2.9 | 3.3
- CC(C)N(Cc1nc(-c2ccccc2)no1)C(=O)c1ccc(Br)o1
  1.0 | -2.2 | 5.4 | -2.1 | 1.1 | -10.0 | -4.2 | -3.9 | 3.3 | -1.8
- COc1ccc(-c2cc(C(=O)N/N=C/c3ccc(OC)c(COCC(F)(F)C(F)F)c3)c3ccccc3n2)c(OC)c1
  -5.2 | -10.9 | -45.5 | 2.1 | -5.3 | -24.5 | -3.0 | -0.9 | 1.4 | -6.1
- CSc1ccccc1-c1cnc2cccnn12
  -4.7 | 0.7 | 3.4 | -0.7 | 6.9 | -0.3 | 1.1 | 1.1 | 0.1 | 7.0
- COC(=O)c1cc(S(=O)(=O)NCC2CCN(Cc3cc(C)ccc3C)CC2)c[nH]1
  -3.6 | -6.1 | 2.9 | 1.1 | 0.1 | 11.1 | 0.4 | -3.1 | -3.6 | -0.3
- COc1cc(OC)c(N2CC(C(=O)Nc3cccc(C(=O)NC4CC4)c3)CC2=O)cc1Cl (stereo not drawn)
  1.3 | -8.7 | 1.4 | -2.5 | 0.1 | 3.0 | 0.3 | -0.7 | 0.3 | 1.4
- CN(C)c1ccc(/C=N/NC(=O)Cn2nnc3ccccc32)cc1
  0.5 | -9.6 | -3.4 | -10.1 | 4.5 | -2.9 | 1.9 | 2.3 | 2.7 | -6.2
- N/C(Cc1ccc([N+](=O)[O-])cc1)=N\OC(=O)c1ccc([N+](=O)[O-])cc1
  1.8 | 9.3 | 0.9 | 0.1 | -0.1 | 1.5 | -1.3 | -4.2 | -0.7 | -1.3
- Cc1ccc(C(=O)NC(=S)N2CCN(c3ccccc3F)CC2)cc1
  6.3 | -0.7 | 1.5 | 5.4 | 0.0 | -4.4 | -3.5 | 2.6 | -4.9 | -2.2
- CCN1CCN(c2cc(C)c3cc(NC(=S)N(CC)CC)ccc3n2)CC1
  4.6 | 0.4 | 6.8 | -3.7 | 8.5 | -4.1 | -0.7 | 1.3 | -2.0 | 5.1
- Cc1ccc(/C=N/NC(=S)Nc2cccc(S(=O)(=O)N(C)C)c2)o1
  1.8 | -9.2 | 5.4 | 0.7 | 0.3 | -21.4 | -7.5 | -7.4 | -6.9 | -5.6
- Cc1noc(C)c1N=Nc1ccccc1C(=O)O
  2.7 | -1.9 | -1.2 | -0.3 | -0.7 | -4.2 | 0.9 | 1.1 | -0.3 | 2.4
- Cc1cccn(Cc2c(Cl)cccc2Cl)c1=O
  3.5 | -4.2 | -9.0 | 1.0 | 0.3 | 0.8 | -0.8 | -3.7 | 1.9 | -1.2
- Cc1cc(Cl)ccc1OC(C)C(=O)NCCCCc1ccccc1 (stereo not drawn)
  0.4 | -10.7 | 4.0 | 1.5 | -0.2 | -4.7 | -2.8 | 8.5 | -2.5 | -2.8
- CCCOc1ccc(Cl)cc1/C=C1/C(=O)ON=C1C
  1.4 | -0.8 | 3.2 | -2.0 | 0.0 | 8.2 | 1.8 | 1.1 | 1.8 | -2.0
- O=C(CNC(=O)C(c1ccccc1)c1ccccc1)N/N=C/c1ccc(O)cc1O
  4.4 | 0.0 | 13.9 | -8.8 | -5.0 | -16.2 | -1.4 | 0.7 | -3.8 | 0.2
- COC(=O)c1ccccc1NC(=O)CN(c1ccccc1)S(=O)(=O)N(C)C
  -10.9 | 0.2 | -7.9 | 1.2 | -0.4 | 12.3 | 1.5 | -2.5 | 14.7 | -2.0
- CC(=O)C1=C(C)Nc2ncnn2C1c1cccc(O)c1 (stereo not drawn)
  -5.1 | -2.6 | 0.9 | 2.7 | -0.3 | -15.4 | -3.6 | -7.4 | -1.6 | -5.0
- CC1CC(C)CN(c2oc(Cc3ccccc3)nc2C#N)C1 (stereo not drawn)
  6.4 | 2.0 | -3.7 | -2.0 | 0.0 | 0.2 | -1.4 | -0.1 | 1.6 | -3.8
